Screening data: PubChem BioAssay, National Center for Advancing Translational Sciences (NCATS)
D2 agonist = D2 dopamine receptor (human) agonism; HEK293 T-REx D2 cells, calcium flux agonist mode; AID 485358; P14416; activation, % at 2 µM; 340,000 compounds, 0.53% hits;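 active = activation over 3 SD above normal in the single-dose calcium agonist read, cut at about 30% in these data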; note: 0% is about no effect
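Tetracycline-induced HEK293 T-REx cells with force-coupled D2 receptor, plated overnight at 30 C, loaded with no-wash calcium dye. After a 10 s baseline, compound was pin-added and calcium flux read kinetically for 180 s; calcium rises flagged agonists.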
USP1 inh = inhibitors of human USP1/UAF1 deubiquitinase. recombinant USP1/UAF1, Ub-Rhodamine cleavage fluorescence. Potency, µM (highest dose often 57.1 µM), for the others: top-dose activity change, negative = inhibition, most hits filed as inhibitors. 390,000 compounds, 0.23% hits. AID 743255; note: potency is the fitted concentration of half-maximal effect; % is set by controls: 0 for no effect and ±100 for the full control effect; nearly all actives have a fitted effect of over 60% in size; inactives centre near -12
Target sequence (O94782 whole entry, looked up): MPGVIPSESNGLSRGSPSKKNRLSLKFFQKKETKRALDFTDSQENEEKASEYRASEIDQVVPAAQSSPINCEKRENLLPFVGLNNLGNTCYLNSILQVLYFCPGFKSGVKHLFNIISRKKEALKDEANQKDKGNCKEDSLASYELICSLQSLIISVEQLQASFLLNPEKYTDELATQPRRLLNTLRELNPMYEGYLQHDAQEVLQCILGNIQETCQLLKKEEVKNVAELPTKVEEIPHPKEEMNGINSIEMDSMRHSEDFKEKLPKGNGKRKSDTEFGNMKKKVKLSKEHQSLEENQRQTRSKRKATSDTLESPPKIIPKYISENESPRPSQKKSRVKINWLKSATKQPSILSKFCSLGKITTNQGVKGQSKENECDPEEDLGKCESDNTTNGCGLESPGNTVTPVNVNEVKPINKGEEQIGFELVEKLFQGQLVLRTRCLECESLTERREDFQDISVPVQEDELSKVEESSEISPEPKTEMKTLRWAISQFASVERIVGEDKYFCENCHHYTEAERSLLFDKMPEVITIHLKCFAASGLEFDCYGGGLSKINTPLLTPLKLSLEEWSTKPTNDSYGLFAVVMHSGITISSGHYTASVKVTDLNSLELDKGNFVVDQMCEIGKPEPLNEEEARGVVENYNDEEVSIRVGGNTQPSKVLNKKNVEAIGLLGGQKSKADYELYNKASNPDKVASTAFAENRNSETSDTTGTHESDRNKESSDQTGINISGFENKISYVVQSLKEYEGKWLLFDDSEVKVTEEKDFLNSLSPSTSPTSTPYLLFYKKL
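USP1/UAF1 complex at 1 nM was preincubated with compound for 15 min at room temperature, then Ub-Rho substrate (150nM final) was added. Fluorescence (480/540 nm) was read kinetically, 6 reads every 60 seconds.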
TRHR PAM = TRH receptor (human) allosteric enhancement. 360,000 compounds, 0.66% hits. P34981. TRHR cells, fluo-8 calcium fluorescence, EC20 TRH enhancement. enhancement, % at 2 µM; in the data active = enhancement above about 30%; note: 0% is about no effect
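TRHR-expressing cells loaded with fluo-8 calcium dye were read kinetically (ex 480/em 530) during compound addition, then stimulated with an EC20 of TRH (10 nM final). Enhancement of the Gq-mediated intracellular calcium response was scored.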
TRHR agonist = TRH receptor (human) agonism | P34981 | TRHR cells, calcium flux fluo-8, FDSS agonist mode | activation, % at 2 µM | 360,000 compounds, 0.18% hits | AID 493084; in the data active = activation above about 30%; note: 0% is about no effect
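Fluo-8-loaded TRHR cells; 10 s baseline, compound added, kinetic Ca2+ fluorescence read 1/s, agonist mode.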
D2 antagonist = antagonists of human D2 dopamine receptor. HEK293 TREx D2 cells, calcium flux, dopamine EC80. AID 485344. P14416. inhibition, % at 10 µM. 340,000 compounds, 2% hits; in the data active = inhibition above about 30%; note: 0% is about no effect
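Dopamine at EC80 is the agonist stimulus; test compounds precede it by 180 s. Calcium flux read kinetically in a force-coupled, inducible HEK293 T-REx D2 cell line.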
PI4K2A inh = blocks human PI4K2A kinase activity; Q9BTU6; purified PI4K2A, ADP-Glo luminescence, 1 h; hits give low values; activity change, negative = inhibition, % at 76.9 µM; 420,000 compounds, 0.13% hits; in the data active = activity change below about -50%; inconclusive = mostly about -30% to -49%;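 note: -100% = wells without enzyme as full effect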
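PI4K2A activity was measured by ADP-Glo luminescence: enzyme (4 ug/mL stock) and phosphatidylinositol (1.2 mM stock) in Tris pH 7.5/MgCl2/EGTA/Triton X-100 buffer were reacted with ATP (300 microM stock) for one hour at ambient temperature.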
TrxR1 substrate = rat thioredoxin reductase 1 substrate activity. O89049. purified TrxR1 substrate turnover, NADPH consumption readout. Potency, µM (titrated, usually from 114 µM), for the others: top-dose activity change, negative = substrate turnover. 390,000 compounds, 0.01% hits. AID 588456; note: potency is the fitted concentration of half-maximal effect; % is set by controls: 0 for no effect and ±100 for the full control effect; nearly all actives have a fitted effect of over 50% in size
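Rat TrxR1, dispensed at 90 nM, was prereduced with 400 uM NADPH (final) for 5 min at ~22 deg C, then incubated with compound 15 min before 400 uM selenite. A first-read NADPH fluorescence drop versus no-compound background flagged substrates.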
IDH1 R132H inh = blocks human mutant IDH1 R132H enzyme | O75874 | IDH1-R132H enzyme, NADPH consumption, diaphorase/resazurin fluorescence | Potency, µM (highest dose often 76.6 µM), for inactives: at the top dose activity change, negative = inhibition, hits mostly inhibitors | 390,000 compounds, 0.093% hits | AID 602179; note: potency is the fitted concentration of half-maximal effect; % is set by controls: 0 for no effect and ±100 for the full control effect; nearly all actives have a fitted effect of over 65% in size
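IDH1-R132H (0.5 ug/mL dispensed) in pH 7.5 Tris buffer was preincubated 30 min with compound, then given a substrate mix of 0.016 mM NADPH and 2 mM alpha-KG for 80 min at room temperature; remaining NADPH was read by diaphorase/resazurin fluorescence.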
rTrxR1 inhibitor = inhibitors of rat thioredoxin reductase 1; O89049; recombinant rTrxR1, NADPH fluorescence consumption, selenite substrate; Potency, µM (series often up to 114 µM), for inactives: at the top dose activity change, negative = inhibition, hits mostly inhibitors; 390,000 compounds, 1% hits; AID 588453; note: potency is the fitted concentration of half-maximal effect; % is set by controls: 0 for no effect and ±100 for the full control effect; nearly all actives have a fitted effect of over 65% in size
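Rat TrxR1 (90 nM in the dispensed reagent) was pre-reduced with 400 uM NADPH for 5 min at room temperature, then incubated with compound for 15 min. After 400 uM selenite was added, NADPH fluorescence (Ex 340/Em 450 nm) was followed for 8 min.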
The depositor's hits bear a star; ? = inconclusive; · = no result given; & = joins results of further samples; [ ] = another dose, or the depositor's remark. Unless noted, calls come from the whole dose curve; as a rule, active = well fitted inhibition curve with a large enough effect; inconclusive = small, poorly fitted or top-dose-only effect; inactive = no such curve, though single readings can be large or run the other way.

SMILES	D2 agonist	USP1 inh	TRHR PAM	TRHR agonist	D2 antagonist	PI4K2A inh	TrxR1 substrate	IDH1 R132H inh	rTrxR1 inhibitor
COc1ccc(CN(C)S(=O)(=O)c2nnc(NC(=O)c3ccccc3)s2)cc1OC	3.1	-25%	1	1.0	-5	5	4%	12%	3%
CC(=O)c1cccc(N=Nc2c(-c3ccccc3)[nH]n(-c3ccccc3)c2=O)c1	-0.1	?	-1	-0.3	-1	-2	-5%[57.1 µM]	0%	-9%[57.1 µM]
CCOC(=O)CNC(=O)C1(/C=C/c2ccccc2)CC(=O)N1c1ccc(OC)cc1 (stereo unspecified)	·	-12%	5	0.4	·	4	-7%	6%	11%
CCOc1ccc(/C=C/c2nc(C#N)c(NC(C)c3ccccc3)o2)cc1 (stereo unspecified)	-1.1	-13%	-3	0.1	·	-6	53%[activator]	2%	11%
COCCNCC(=O)NCC12CC3CC(CC(C3)C1)C2	1.0	-10%	1	0.8	-4	8	-7%	4%	4%[57.1 µM]
CCOC(=O)c1cnc2c(-c3ccccc3)c(-c3ccccc3)nn2c1C	0.9	-17%	-5	0.3	-4	2	2%	3%	21%
O=C(Nc1ccccc1F)c1c[nH]c(=O)[nH]c1=O	-1.5	7%	1	-1.0	-20	-9	1%	-8%	6%
COc1ccc(C(=O)Nc2ccc(S(=O)(=O)N(Cc3ccccc3)c3ccccc3)cc2)cc1	0.5	-16%	2	1.8	·	-1	5%	-3%	33%
CCN(CC)C(=O)COc1ccc(S(=O)(=O)N2CCOCC2)cc1	0.3	4%	1	-0.3	-5	0	5%	-1%	21%
Cc1cccc2cc(CN(Cc3cccnc3)C(=S)NCCCN(C)C)c(=O)[nH]c12	-0.2	-2%	19	0.0	-3	-4	-1%[57.1 µM]	-1%	-18%[57.1 µM]
Cc1ccnc2c1ccc1ccccc12	0.0	-11%	7	-0.5	15	4	0%&9%	5%	11%&17%
O=c1[nH]c(Cc2ccccc2)nc2scc(-c3ccccc3)c12	0.9	-10%	4	0.0	-9	7	4%[57.1 µM]	1%	0%[57.1 µM]
O=S(=O)(c1ccc(Br)cc1)N1CCN(c2cc(-c3ccccc3)nc3ncnn23)CC1	-0.4	-11%	-5	0.2	-1	5	7%	-2%	24%
CCCCn1c(N)c(N(CCOC)C(=O)CN2c3ccccc3CC2C)c(=O)[nH]c1=O (stereo unspecified)	2.7	-23%	-5	2.2	-5	0	16%	-11%	18%[57.1 µM]
COCCOC(=O)c1c(NC(=O)CNCc2ccco2)sc(C(N)=O)c1C	2.9	-9%	-4	1.1	-5	-10	-11%	0%	-33%
Cc1ccc(C(=O)N2CCCC(N(C)Cc3ccccc3)C2)s1 (stereo unspecified)	0.3	-20%	2	-1.1	-2	-5	23%	9%	11%
O=C(N/N=C/c1ccccc1[N+](=O)[O-])c1ccncc1	0.7	-19%	-1	-0.3	-38	3	1%	-2%	9%
Cc1cccc(-n2c(SCc3ccc(C#N)cc3)nnc2-c2c[nH]c3ccccc23)c1	0.1	-13%	0	-0.5	-5	6	-5%	7%	-8%
CC(=O)N1CC2(CC(=O)OC(C)C)CN(C(C)=O)CC(CC(=O)OC(C)C)(C1)C2=O	1.6	-16%	2	0.6	14	-8	-10%	4%	-6%
COc1ccc(CC(=O)Nc2cccc(C(C)=O)c2)cc1S(=O)(=O)N1CCOCC1	0.1	-11%	10	0.6	-13	-8	0%	0%	11%
COc1ccc(Nc2nc(CN3CCOCC3)nc3sc4c(c23)CCC(C)C4)cc1OC (stereo unspecified)	-1.4	·	-2	-0.8	14	·	·	·	·
C=C(Cl)COc1ccc2c(C)cc(=O)oc2c1	-0.1	-20%	-3	-0.5	-14	1	48%[activator]	9%	-9%[57.1 µM]
N/C(Cc1ccc(Cl)c(Cl)c1)=N\OC(=O)c1cccs1	1.0	-8%	-8	1.2	-18	3	7%	5%	30%
CCCCCC(=O)N(CN1C(=O)CCC1=O)c1ccccc1	-0.6	-14%	9	1.3	-10	-2	24%	0%	9%
CC(=O)Oc1ccccc1C1OC(=O)c2ccccc2N1C(C)=O (stereo unspecified)	-0.7	-15%	3	1.2	0	6	12%[57.1 µM]	2%	3%[57.1 µM]
Cc1cc(-c2ccccc2)c(C#N)c(N)n1	·	-14%	-5	0.1	·	11	3%[57.1 µM]	12%	16%
O=C(NC(=S)N1CCN(c2ccc(F)cc2)CC1)C12CC3CC(CC(C3)C1)C2	4.1	-5%	1	1.3	-3	5	4%[57.1 µM]	0%	4%[57.1 µM]
Cn1c(=O)c2c(nc(NCC(O)CO)n2CCc2ccccc2)n(C)c1=O (stereo unspecified)	0.5	-15%	4	0.8	1	2	8%[57.1 µM]	4%	15%[57.1 µM]
CCCCN(C(=O)C1CCC1)c1c(N)n(Cc2ccccc2)c(=O)[nH]c1=O	-0.4	-20%	0	0.8	-6	-6	3%	4%	12%
CC1(C)NC(=O)N(CCOc2cccc(Cl)c2Cl)C1=O	-0.4	-1%	7	-0.8	-1	59	-2%	14%	9%
O=c1[nH]c(SCc2cccc(Cl)c2)nc2c1CCCC2	0.5	-10%	7	-0.2	3	-7	5%[57.1 µM]	3%	4%[57.1 µM]
N#CCc1ccc(Oc2ncc(C(F)(F)F)cc2Cl)cc1	-0.3	-9%	8	-0.8	19	-5	4%[57.1 µM]	12%	6%[57.1 µM]
CC(=O)N1CCc2cc(CNS(=O)(=O)c3ccccc3C(F)(F)F)ccc21	1.0	16%	-6	0.2	·	-4	-4%[57.1 µM]	3%	2%[57.1 µM]
O=C(NCc1ccc(F)cc1)C1CC(=O)N(C2CCCC2)C1 (stereo unspecified)	0.1	-12%	-6	0.8	-3	1	-1%	2%	-1%
CCc1ccccc1NC(=O)c1ccc2c(c1)CCN2S(C)(=O)=O	-1.4&0.4	-26%&-6%	-4&2	0.0&0.3	3	8&0	4%&2%	3%&12%	20%&23%
CCCC(CCC)C(=O)Nc1ccncc1	0.1	-7%	6	-0.9	-1	0	11%	-2%	32%
Cc1cccc(C(=O)Nc2cccc(Br)c2)c1[N+](=O)[O-]	-0.3	-19%	-8	-0.4	11	-3	5%	12%	31%
O=C(Nc1ccc2c(c1)OCCO2)c1cccnc1	0.0	8%	-5	-0.2	-7	8	-1%	2%	9%
CCn1c(C)nc2cc(C(=O)NNC(=S)NC(=O)c3ccccc3)ccc21	4.6	4%	-1	0.4	-16	0	-7%	-4%	-22%
O=C(O)C1CC=CCC1C(=O)NCc1ccccc1 (stereo unspecified)	0.0	-17%	4	0.7	0	6	7%	7%	9%
CCc1ccc(S(=O)(=O)NCc2csc(C)n2)s1	1.1	-2%	0	-0.2	-6	-2	3%	-1%	-3%
CC[C@]12c3[nH]c4ccc(OC)cc4c3CCN1C(=O)C(CC(=O)NCCCn1ccnc1)C[C@@H]2C(=O)N1CCN(C(=O)C2CC2)CC1 (stereo partly specified)	·	-24%	·	·	·	-3	0%	-8%	0%
CCOc1ccc(CCNC(=O)c2cn(-c3cccc(OC)c3)c(=O)c3ccccc23)cc1	-0.3	-16%	10	-0.1	·	-2	3%	-3%	8%
S=C(NC1CCCC1)N1CCN(c2ccccn2)CC1	11	-14%	1	-0.8	8	1	8%	-7%	4%
COc1ccc(-c2cnnc(N/N=C/c3ccc(OC)c(OC)c3)n2)cc1	-1.6	-18%	-1	-0.5	-5	-1	0%	3%	7%
CCc1ccc(OCC(=O)Nc2cc(S(=O)(=O)CC)ccc2O)cc1	0.2	-6%	-3	-0.8	-8	-1	-6%	10%	-6%
Cc1ccc(O)c(NC(=O)CN(C)S(=O)(=O)c2ccc(Cl)cc2)c1	-1.4	-17%	-5	-0.4	-16	0	-3%	2%	0%
COc1ccc(NC(=O)Nc2nnc(Cc3ccc(OC)c(OC)c3)s2)cc1	-0.6	-11%	6	0.1	-7	3	-3%	-1%	11%

Laid out differently: results already given.
COc1ccc(-c2cnnc(N/N=C/c3ccc(OC)c(OC)c3)n2)cc1
  D2 agonist = -1.6	USP1 inh = -18%	TRHR PAM = -1	TRHR agonist = -0.5	D2 antagonist = -5	PI4K2A inh = -1	TrxR1 substrate = 0%	IDH1 R132H inh = 3%	rTrxR1 inhibitor = 7%
O=C(Nc1ccc2c(c1)OCCO2)c1cccnc1
  D2 agonist = 0.0	USP1 inh = 8%	TRHR PAM = -5	TRHR agonist = -0.2	D2 antagonist = -7	PI4K2A inh = 8	TrxR1 substrate = -1%	IDH1 R132H inh = 2%	rTrxR1 inhibitor = 9%
CCn1c(C)nc2cc(C(=O)NNC(=S)NC(=O)c3ccccc3)ccc21
  D2 agonist = 4.6	USP1 inh = 4%	TRHR PAM = -1	TRHR agonist = 0.4	D2 antagonist = -16	PI4K2A inh = 0	TrxR1 substrate = -7%	IDH1 R132H inh = -4%	rTrxR1 inhibitor = -22%

Remaining list, next part.
SMILES	D2 agonist	USP1 inh	TRHR PAM	TRHR agonist	D2 antagonist	PI4K2A inh	TrxR1 substrate	IDH1 R132H inh	rTrxR1 inhibitor
COc1ccc2cc3cc(C(=O)NCc4ccccn4)oc3nc2c1	1.1	-5%	-1	-0.4	-5	-2	·	0%	?
O=C(CCC1CCCCC1)Nc1ccccc1-c1ccccc1	0.0	-21%	-2	0.2	12	-2	2%	3%	18%
COC(=O)Cn1nc(C)c2c(C)n(-c3ccccc3)nc2c1=O	-0.3	-20%	4	-0.5	·	4	-6%	·	-5%
NC(=O)CSCc1c(Cl)cccc1Cl	0.5	-31%	-2	0.7	-10	0	7%	-3%	21%
Cc1cc(C)cc(NC(=O)CSc2ccc(-c3cccs3)nn2)c1	1.0&1.0	-25%&-1%	-11&-5	-0.4&0.5	2	2&0	-11%	2%&-4%	1%
CS(=O)(=O)c1ccc(Cl)c(NC(=O)C2CCCCN2S(=O)(=O)c2ccccc2)c1 (stereo unspecified)	-0.4	-12%	-4	-0.2	-10	5	-9%	-6%	6%
COC(=O)c1ccc(C)c(NC(=O)Cc2ccc([N+](=O)[O-])cc2)c1	0.3	·	-1	0.1	-14	·	·	·	·
CCc1cccc(C)c1NC(=O)c1cc(S(=O)(=O)NCc2ccccc2Cl)ccc1F	1.0	-24%	0	0.3	·	-4	-2%[57.1 µM]	4%	7%[57.1 µM]
